Screening data (PubChem)
DDE Tn7 FP inh: DD(E)-Tn7 binding inhibition, primary FP screen. P02675. FP displacement of FITC-Tn7 peptide from fibrin DD(E); 0% = median of compound wells per plate. inhibition, % at 8.3 µM. 370,000 tested, 0.13% active. AID 720508;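 active = inhibition above the mean of compounds falling within the control limits plus 3 SD of them, cut at about 14% in these data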;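 note: 0% = plate median of compound wells and 100% = 10 µM Aha-Tn7 peptide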
Target sequence (P02675 whole entry, looked up): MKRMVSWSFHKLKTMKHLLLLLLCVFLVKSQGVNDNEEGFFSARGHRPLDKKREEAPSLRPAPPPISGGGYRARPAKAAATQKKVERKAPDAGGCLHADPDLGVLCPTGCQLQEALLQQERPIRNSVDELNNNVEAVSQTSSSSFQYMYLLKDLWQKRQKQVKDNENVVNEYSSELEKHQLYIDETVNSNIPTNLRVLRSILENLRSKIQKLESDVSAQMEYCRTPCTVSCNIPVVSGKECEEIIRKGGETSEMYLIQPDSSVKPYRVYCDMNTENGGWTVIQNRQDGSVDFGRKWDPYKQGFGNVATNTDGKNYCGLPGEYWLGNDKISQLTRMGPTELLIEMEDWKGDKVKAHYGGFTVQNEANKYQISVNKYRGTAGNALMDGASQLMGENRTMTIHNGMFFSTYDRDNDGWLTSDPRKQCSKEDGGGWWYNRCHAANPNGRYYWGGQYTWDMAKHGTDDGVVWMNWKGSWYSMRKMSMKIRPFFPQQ
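system = human fibrin DD(E) protein | quantity = DD(E) 2 µM final | medium = Tris/NaCl/CaCl2 buffer, pH 7.8 | also added = labelled Tn7 tracer, 0.1 µM | compound dosing = single point at 8.3 µM | timing = compound with protein 10 min, then 3 h after probe, room temperature | signal = FP measurement | benchmarks = Aha-Tn7 high control | repeats = one replicate per compound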
SIAE primary: inhibitors of human sialic acid acetylesterase SIAE; inhibition, % at 9.66 µM; 370,000 tested, 0.69% active; AID 1053197; Q9HAT2; SIAE FP-Rh probe binding, fluorescence polarization;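 active = inhibition above a cutoff: mean of compounds within the control limits plus 3 SD of those, cut at about 17% in these data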;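 note: 0% = plate median of compound wells and 100% = probe without SIAE protein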
PRMT1 inh: PRMT1 (human) inhibition, primary screen. Q99873. recombinant PRMT1, activity-based probe fluorescence polarization. inhibition, % at 2.79 µM. 370,000 tested, 1.3% active. AID 652257;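 active = inhibition above about 21% made by adding two undisclosed values, limit read from the data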
LEDGF integ inh: blocks HIV-1 LEDGF/p75-dependent DNA integration; TR-FRET IN-LEDGF/p75 DNA integration, Eu/Cy5; inhibition, % at 3.7 µM; 370,000 tested, 0.64% active; AID 743269;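 active = inhibition above the screen-wide mean plus 3 SD, cut at about 13% in these data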;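 note: signal is the Cy5 over europium emission ratio at 671 and 618 nm; 0% = plate median of compound wells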
MBD2 inh: blocks human MBD2 binding to methylated DNA. Q9UBB5. TR-FRET, MBD2 binding to methylated oligonucleotide. inhibition, % at 4.4 µM. 370,000 tested, 0.31% active; in the data active = inhibition above about 13%
TCR CD3 inh: human TCR-CD3 binding inhibition | TAMRA-labeled TCR probe fluorescence, biochemical | inhibition, % at 9.4 µM | 360,000 tested, 0.37% active; in the data active = inhibition above about 19%;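 note: recombinant mutant TCR 2C K166C tagged with TAMRA read by polarization; 0% = receptor in buffer alone and 100% = receptor with positive control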
UHRF1 binding: blocks human UHRF1 binding to methylated DNA | Q96T88 | UHRF1 binding to methylated oligo, TR-FRET | inhibition, % at 4.4 µM | 370,000 tested, 0.75% active; in the data active = inhibition above about 21%;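 note: UHRF1 SRA domain binding a hemimethylated CpG hairpin DNA probe; 0% = median of test compound wells and 100% = reference inhibitor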
Tn6 DDE FP: inhibitors of Tn6 peptide binding to human fibrin DD(E) | P02675 | Fibrin DD(E) TRITC-Tn6 fluorescence polarization displacement | inhibition, % at 8.3 µM | 370,000 tested, 0.21% active;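 active = inhibition above a per-campaign cutoff: mean of compounds within control limits plus 3 SD, cut at about 15% in these data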;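 note: 0% = median of all compound wells on the plate and 100% = blocking peptide control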
TDP2 inh: blocks human TDP2 phosphodiesterase activity; 370,000 tested, 0.34% active; recombinant TDP2, T5PNP hydrolysis, p-nitrophenol absorbance 415 nm; inhibition, % at 12.8 µM; O95551;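 active = inhibition above the mean of all tested compounds plus 3 SD, set per campaign, cut at about 25% in these data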;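 note: 0% = DMSO with enzyme and 100% = buffer with substrate but no TDP2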
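Incubation: 2 h at 37 °C; Test system: recombinant human TDP2; Quantity: enzyme 120 nM; Read-out basis: percent inhibition; Medium: 50 mM Tris-HCl pH 7.5 with Mg2+, KCl, DTT, BSA; Repeats: single replicate; Compound: 12.8 µM single point, 1% DMSO; Signal: epi absorbance; Reagent: 5 mM T5PNP chromogenic substrate; Benchmarks: no-enzyme high, DMSO-plus-enzyme low.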
KLK7 zymogen act: activates the human kallikrein-7 zymogen | 370,000 tested, 0.9% active | P49862 | activation, % at 7 µM | purified proKLK7, EDANS-DABCYL substrate fluorescence; 100% is mature enzyme control, 0% vehicle | AID 652039;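 active = activation above the mean of all tested compounds plus 3 SD, computed per campaign excluding outliers beyond control limits, cut at about 13% in these data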
The depositor's hits bear a star; x = no result given.

SMILES	DDE Tn7 FP inh	SIAE primary	PRMT1 inh	LEDGF integ inh	MBD2 inh	TCR CD3 inh	UHRF1 binding	Tn6 DDE FP	TDP2 inh	KLK7 zymogen act
Cc1ccc(C(C)C)c(O)c1	0	-1	8	-6	10	x	3	-2	0	-0.3
CCNC(=O)C1CCCN(C(=O)c2ccc(C(=O)OC)cc2)CC1 (stereo unspecified)	-3	3	0	1	-2	-4	1	1	5	0.9
O=C(Nc1nc2c(F)cc(F)cc2s1)C1COc2ccccc2O1 (stereo unspecified)	-1	-11	-1	-3	-4	-6	-1	7	8	0.5
COc1ccccc1NC(=O)CCNS(=O)(=O)c1ccc2c(c1)CCN2C(C)=O	-5	10	-4	1	-3	1	3	-2	4	-0.2
CCN(CC)CCn1c(=N)n(CC(O)c2ccco2)c2ccccc21 (stereo unspecified)	-11	12	-2	0	-6	3	0	-6	-7	-0.2
O=C(c1ccc2c(=O)n(Cc3ccc4c(c3)OCO4)c(=S)[nH]c2c1)N1CCCCC1	-4	6	-3	3	-4	1	-5	-1	13	0.0
CCC1CCCCN1CC(=O)Nc1ccc2c(c1)OCCO2 (stereo unspecified)	5	3	1	-3	4	-6	-1	-3	12	0.4
Nc1cnccc1Oc1cccc(C(F)(F)F)c1	-4	-6	1	-2	0	-6	3	0	12	-0.1
CC(C)C(=O)NNC(=O)CSc1nnc(-c2ccccc2)c(-c2ccccc2)n1	-5	-1	-5	0	0	4	-1	-1	3	0.6
Nc1ccc2c3c(ccc([N+](=O)[O-])c13)CC2	-6	10	0	0	-21	-2	-14	5	-12	0.6
O=C(c1ccc(Cl)nc1)N1CCN(C/C=C/c2ccccc2)CC1	1	-1	0	-2	-8	6	0	2	-3	0.3
COc1cc(NCCCn2ccc(NC(=O)OCc3ccccc3)nc2=O)cc(OC)c1OC	10	0	8	-11	0	-4	-1	4	3	-0.1
CCOCCCNC(=O)c1ccc2c(c1)N(Cc1ccccc1)C(=O)CS2=O (stereo unspecified)	9	-7	16	-4	1	-3	0	7	6	0.0
Cc1ccc(NC(=O)COC(=O)c2nn(C)cc2Cl)cc1	-1	-3	-1	4	-4	-2	-1	-12	17	-0.6
C[C@H](CO)N1C[C@H](C)[C@H](CN(C)S(=O)(=O)c2ccc(Cl)cc2)OCc2cnnn2CCCC1=O	-1	3	0	-4	0	1	-1	3	6	-0.2

6 of the entries above in order of the TDP2 inh value, descending.
canonical_smiles	DDE Tn7 FP inh	SIAE primary	PRMT1 inh	LEDGF integ inh	MBD2 inh	TCR CD3 inh	UHRF1 binding	Tn6 DDE FP	TDP2 inh	KLK7 zymogen act
CCC1CCCCN1CC(=O)Nc1ccc2c(c1)OCCO2 (stereo unspecified)	5	3	1	-3	4	-6	-1	-3	12	0.4
O=C(Nc1nc2c(F)cc(F)cc2s1)C1COc2ccccc2O1 (stereo unspecified)	-1	-11	-1	-3	-4	-6	-1	7	8	0.5
C[C@H](CO)N1C[C@H](C)[C@H](CN(C)S(=O)(=O)c2ccc(Cl)cc2)OCc2cnnn2CCCC1=O	-1	3	0	-4	0	1	-1	3	6	-0.2
COc1ccccc1NC(=O)CCNS(=O)(=O)c1ccc2c(c1)CCN2C(C)=O	-5	10	-4	1	-3	1	3	-2	4	-0.2
COc1cc(NCCCn2ccc(NC(=O)OCc3ccccc3)nc2=O)cc(OC)c1OC	10	0	8	-11	0	-4	-1	4	3	-0.1
Nc1ccc2c3c(ccc([N+](=O)[O-])c13)CC2	-6	10	0	0	-21	-2	-14	5	-12	0.6

The listing picks up, repeating the two entries before the break.
SMILES	DDE Tn7 FP inh	SIAE primary	PRMT1 inh	LEDGF integ inh	MBD2 inh	TCR CD3 inh	UHRF1 binding	Tn6 DDE FP	TDP2 inh	KLK7 zymogen act
Cc1ccc(NC(=O)COC(=O)c2nn(C)cc2Cl)cc1	-1	-3	-1	4	-4	-2	-1	-12	17	-0.6
C[C@H](CO)N1C[C@H](C)[C@H](CN(C)S(=O)(=O)c2ccc(Cl)cc2)OCc2cnnn2CCCC1=O	-1	3	0	-4	0	1	-1	3	6	-0.2
O=C(CN1CCN(Cc2ccccc2)CC1)NC(c1ccccc1)c1ccccc1	-4	-1	-1	4	5	-3	3	-2	6	0.7
CCCn1c(N)c(N(CCOC)C(=O)c2ccccc2)c(=O)[nH]c1=O	-4	7	6	-3	1	-6	7	0	-5	-0.4
COc1ccc(NC(=O)c2cc(-c3cc(Cl)ccc3OC)n[nH]2)c(OC)c1	-2	-4	0	5	-3	-12	-1	-7	-13	0.3
CCOC(=O)C1=NOC(C(=O)NCCO)(C(=O)C2CC2)C1 (stereo unspecified)	3	2	5	7	7	x	1	-2	-5	-0.4
O=C(Nc1ccc(Cl)cc1)Nc1ccccc1CC[N+](=O)[O-]	4	-6	0	-1	-4	7	-2	2	-1	0.1
Cc1cc(C)n(CC(=O)N2c3ccccc3Sc3ccccc32)n1	-3	-2	1	-1	6	-3	4	2	0	0.6
CCOC1=C2[C@@H](CN(S(=O)(=O)c3ccc(C)cc3)[C@H]2c2ccc(CC)cc2)[C@H]2C(=O)N(C)C(=O)[C@H]2C1	-4	-1	5	-2	0	-2	0	-8	1	-0.2
COc1ccc(C(=O)Oc2cc3c4c(c2)C(C)=CC(C)(C)N4C(=O)C3=O)cc1OC	8	-2	1	0	8	2	3	-1	-8	0.5
Cc1ccc(OCC(O)CN2CCN(CC(O)COc3ccc(C)cc3Cl)CC2)c(Cl)c1 (stereo unspecified)	1	4	-4	4	-5	-4	-5	-3	-3	0.2
